Screening results deposited in PubChem by National Center for Advancing Translational Sciences (NCATS).
TCR act: Activators of T cell receptors: qHTS campaign; primary human leukocytes, anti-CD3, IL-2 HTRF, 48 h; Potency, µM (series often up to 9.22 µM), without a hit: at the highest dose activation of IL-2 secretion, usual class: activators; 330,000 tested, under 10 active; note: % of control where 0% means no effect
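Compounds are tested in HTS on primary human leukocytes co-incubated with a-CD3 beads for 48 hr. IL-2 output is measured by time-resolved FRET.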
AT treatment: qHTS Assay for Identifying a Potential Treatment of Ataxia-Telangiectasia; […] A-T fibroblasts, KAP-1 phosphorylation AlphaLISA; neocarzinostatin DNA damage 30 min before lysis; Potency, µM (series often up to 57.5 µM), inactives show top-dose activation, hits mostly activators; hit rate 0.19% among 320,000; AID 485349, 2010; note: potency is the fitted concentration of half-maximal effect; % of control where 0% means no effect; nearly all actives have a fitted effect of over 45% in size
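hTERT-immortalized A-T patient fibroblasts ([…]), 500 cells/well in OPTI-MEM, 1% FBS, got compounds for 60 min, then NCS for 30 min at 37C. Lysates were then assayed for phospho-KAP-1 by AlphaLISA (anti-pKAP1 donor, anti-KAP1 acceptor beads), 6 hr at 25C.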
Menin MLL FP TR: qHTS Assay for Inhibitors Targeting the Menin-MLL Interaction in MLL Related Leukemias: Competition With Texas Red Labeled MLL-derived Mutant Peptide; O00255; Menin + Texas Red MLL mutant peptide, fluorescence polarization; Potency, µM (doses to about 61.6 µM), for the others: at the highest dose FP activity change, negative = inhibition, usual class: inhibitors; hit rate 0.23% among 270,000; AID 1768, 2009; active = well fitted inhibition curve with a large enough effect in the polarisation, with a control signal flat, not every such curve was filed as active; inconclusive = small, poorly fitted or top-dose-only effect, or effect the other way, or a change in a side signal; inactive = no such curve, though single readings can be large or run the other way; the % refers to the polarisation; note: potency is the fitted concentration of half-maximal effect; % of control where 0% means no effect; many of its hits are not listed in these tables
MBNL1 CUG block: qHTS Assay for Inhibitors of MBNL1-poly(CUG) RNA binding. Muscleblind-like protein 1 (Homo sapiens), Q9NR56. TR-FRET MBNL1-His/biotin-(CUG)12 binding, 665/545 ratio. Potency, µM (doses to about 57.5 µM), for the others: at the highest dose activity change, negative = inhibition, usual class: inhibitors. hit rate 0.036% among 280,000. AID 2675, 2010; active = well fitted inhibition curve with a large enough effect in the signal ratio, with a control signal flat, not every such curve was filed as active; inconclusive = small, poorly fitted or top-dose-only effect, or effect the other way, or a change in a side signal; inactive = no such curve, though single readings can be large or run the other way; the % refers to the signal ratio; note: potency is the fitted concentration of half-maximal effect; % is set by controls: 0 for no effect and ±100 for the full control effect
Target sequence (Q9NR56 whole entry, looked up): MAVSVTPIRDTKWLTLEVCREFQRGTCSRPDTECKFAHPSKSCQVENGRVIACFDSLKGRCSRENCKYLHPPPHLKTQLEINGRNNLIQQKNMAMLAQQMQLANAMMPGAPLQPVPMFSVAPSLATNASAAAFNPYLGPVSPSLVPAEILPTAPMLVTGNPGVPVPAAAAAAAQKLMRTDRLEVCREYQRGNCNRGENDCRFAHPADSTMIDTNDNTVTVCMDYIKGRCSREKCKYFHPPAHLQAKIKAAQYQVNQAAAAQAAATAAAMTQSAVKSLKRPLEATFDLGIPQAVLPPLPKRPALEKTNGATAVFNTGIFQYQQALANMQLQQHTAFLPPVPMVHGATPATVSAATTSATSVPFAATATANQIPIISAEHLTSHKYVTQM
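MBNL1-His + Biotin-(CUG)12, cpd titration 92 nM–58 uM; Tb anti-His Ab 0.055 ng/ul, SA-XL665 5 nM (final); 60 min RT; ratiometric 665/545 nm, Ex 340 nm; normalized to buffer and full-complex controls.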
ASM inhibitor: Inhibitors of Secretory Acid Sphingomyelinase (S-ASM): qHTS; Potency, µM (series often up to 57.5 µM), for inactives: at the highest dose activity change, negative = inhibition, most hits filed as inhibitors; hit rate 0.006% among 340,000; AID 504937, 2011; Sphingomyelin phosphodiesterase (Homo sapiens), P17405; placental ASM, HMU-PC fluorogenic substrate, 60 min; note: potency is the fitted concentration of half-maximal effect
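qHTS format. ASM enzyme prepared from human placenta hydrolyses the fluorogenic substrate HMU-PC0 (9 uM final) over 60 min at 37 °C after a 10 min compound preincubation.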
a7 integrin act: qHTS for Activators of Integrin-Mediated Alleviation for Muscular Dystrophy; hit rate 0.064% among 350,000; AID 624291, 2012; alpha7betagal myoblasts, beta-gal FDG fluorescence, 48 h; Potency, µM (doses to about 38.3 µM), for inactives: at the top dose activation, most hits filed as activators;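 note: potency is the fitted concentration of half-maximal effect; 100% = response of the positive control SU9516; nearly all actives have a fitted effect of over 60% in size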
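Alpha7betagal+/- myoblasts (passage 13) were plated 16-24 hr, then exposed to compounds (1:260 dilution of DMSO stock) for 48 hours at 37C. After MPER lysis, β-galactosidase reporter activity was read as FDG fluorescence (ex 480/em 540) after 30 minutes.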
TSHR antag: Antagonists of the Thyroid Stimulating Hormone Receptor: HTS campaign; Thyrotropin receptor (Homo sapiens), P16473; TSHR-expressing cells, TSH-stimulated cAMP HTRF, 2 h; active compounds read low; activity change, negative = inhibition, % at 11.5 µM; hit rate 0.2% among 330,000; AID 504810, 2011;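 active = activity change below a set negative limit, meaning inhibition stronger than a set level, cut at about -70% in these data; inconclusive = activity change between two set negative limits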; note: % is set by controls: 0 for no effect and ±100 for the full control effect
Target sequence (P16473 whole entry, looked up): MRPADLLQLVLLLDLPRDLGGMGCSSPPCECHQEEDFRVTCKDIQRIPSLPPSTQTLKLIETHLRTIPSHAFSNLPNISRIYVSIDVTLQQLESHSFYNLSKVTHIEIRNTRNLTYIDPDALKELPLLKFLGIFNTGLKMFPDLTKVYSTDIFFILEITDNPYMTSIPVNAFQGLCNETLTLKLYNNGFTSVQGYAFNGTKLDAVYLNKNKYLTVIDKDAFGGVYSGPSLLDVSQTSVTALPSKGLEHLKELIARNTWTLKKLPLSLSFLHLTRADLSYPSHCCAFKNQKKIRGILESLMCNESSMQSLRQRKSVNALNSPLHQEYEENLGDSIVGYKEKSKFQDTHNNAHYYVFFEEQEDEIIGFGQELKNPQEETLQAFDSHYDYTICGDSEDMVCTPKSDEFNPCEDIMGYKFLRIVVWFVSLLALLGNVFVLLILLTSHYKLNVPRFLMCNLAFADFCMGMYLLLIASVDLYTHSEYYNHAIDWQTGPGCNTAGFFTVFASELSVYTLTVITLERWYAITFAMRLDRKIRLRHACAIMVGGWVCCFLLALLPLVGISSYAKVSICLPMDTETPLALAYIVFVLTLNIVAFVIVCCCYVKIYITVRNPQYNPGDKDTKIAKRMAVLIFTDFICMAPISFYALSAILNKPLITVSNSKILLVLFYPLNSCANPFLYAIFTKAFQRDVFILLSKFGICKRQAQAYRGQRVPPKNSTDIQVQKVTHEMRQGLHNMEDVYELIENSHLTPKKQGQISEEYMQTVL
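TSHR-expressing cells were treated with compounds, then stimulated with TSH at EC80 (4nM final) for 2 hours at 37 deg C. Cellular cAMP was measured by HTRF competition between lysate cAMP and cAMP-d2 for a cryptate-labelled anti-cAMP antibody.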
TSG101-PTAP inh: qHTS Assay for Iinhibitors of HIV-1 Budding by Blocking the Interaction of PTAP/TSG101. Tumor susceptibility gene 101 protein (Homo sapiens), Q99816. Fluorescence polarization, FITC-PTAP peptide / Tsg101 binding. Potency, µM (top dose mostly 115 µM), for inactives: at the top dose activity change, negative = inhibition, usual class: inhibitors. 340,000 tested, under 10 active. AID 493005, 2010; active = well fitted inhibition curve with a large enough effect in the main read-out, with a control signal flat, not every such curve was filed as active; inconclusive = small, poorly fitted or top-dose-only effect, or effect the other way, or a change in a side signal; inactive = no such curve, though single readings can be large or run the other way; note: potency is the fitted concentration of half-maximal effect; % of control where 0% means no effect
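Fluorescence anisotropy tracks displacement of a FITC-tagged PTAP peptide (50 nM) from the Tsg101 binding domain (10 uM), following a 20 min room-temperature incubation at pH 7.5.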
Mito fusion yeast: qHTS Assay for Small Molecule Inhibitors of Mitochondrial Division or Activators of Mitochondrial Fusion. AID 485298, 2010. S. cerevisiae fusion-defective mutant growth rescue, CellTiterGlo 48 h. Potency, µM (top dose mostly 46.1 µM), inactives show at the top dose growth rescue (activation), most hits filed as activators. hit rate 0.23% among 320,000;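 note: potency is the fitted concentration of half-maximal effect; % of control where 0% means no effect; nearly all actives have a fitted effect of over 45% in size; temperature-sensitive fusion mutants such as fzo1-1 at 37 °C on non-fermentable ethanol glycerol medium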
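Yeast fusion mutant, YPEG (non-fermentable carbon), compound, 48 h at 37C non-permissive; CellTiterGlo added, 10 min RT, luminescence read. Rescued growth = division inhibition.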
CXXC DNA block: qHTS Fluorescence Polarization Assay for Inhibitors of MLL CXXC domain - DNA interaction; Potency, µM (series often up to 115 µM), without a hit: at the top dose activity change, negative = inhibition, most hits filed as inhibitors; hit rate 0.037% among 290,000; MLL-CXXC / FITC-HOXA9 DNA fluorescence polarization; Histone-lysine N-methyltransferase 2A (Homo sapiens), Q03164; active = well fitted inhibition curve with a large enough effect in the polarisation, with a control signal flat, not every such curve was filed as active; inconclusive = small, poorly fitted or top-dose-only effect, or effect the other way, or a change in a side signal; inactive = no such curve, though single readings can be large or run the other way; the % refers to the polarisation; note: potency is the fitted concentration of half-maximal effect
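Fluorescence polarization: 7 uM MLL-CXXC (stock) preincubated 5 min with compounds, then 50 nM fluorescein-HOX-A9 DNA (stock) added; 30 min ambient. Buffer 50 mM Tris-HCl pH 7.5, 50 mM NaCl, 1 mM DTT, 0.05% BSA.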
An asterisk follows results filed as active; [ ] = dose if it differs, or a comment. Unless noted, calls come from the whole dose curve; as a rule, active = well fitted curve in the direction sought with a large enough effect; inconclusive = small, poorly fitted or top-dose-only effect, or another doubt; inactive = no such curve, though single readings can be large; an effect the other way counts as inactive or inconclusive. An excerpt. The share of hits here may be higher or lower than overall.

`Cc1cccc(CNC(=O)C2CCC(=O)N(C3CCCCCC3)C2)c1` (configuration not stated) gave TCR act -4%, AT treatment -2%, MBNL1 CUG block 4%, ASM inhibitor 2%, a7 integrin act -20%, TSHR antag 4, TSG101-PTAP inh -4%, Mito fusion yeast 0% and CXXC DNA block -2%.
Screening CCn1cc(C(=O)Nc2ccc(C(=O)N3CCCC3)cc2)c(=O)c2ccc(C)nc21 returned AT treatment 6%, Menin MLL FP TR 10%, MBNL1 CUG block -6%, TSHR antag 2, Mito fusion yeast 0% and CXXC DNA block 6%.
Screening COc1cccc(NC(=O)c2nc(SC)ncc2Cl)c1 returned TCR act 0%, AT treatment 7%, Menin MLL FP TR 10%, MBNL1 CUG block 4%, ASM inhibitor -1%, a7 integrin act 3%, TSHR antag -8, TSG101-PTAP inh -2%, Mito fusion yeast 4% and CXXC DNA block 2%.
Screening CCCS(=O)(=O)N1CCN(C(=O)c2ccco2)CC1 returned TCR act -1%, AT treatment 3%, Menin MLL FP TR 3%, MBNL1 CUG block -6%, ASM inhibitor -1%, a7 integrin act 15%, TSHR antag 15, TSG101-PTAP inh -3%, Mito fusion yeast 3% and CXXC DNA block -10%.
COc1cc(C=O)ccc1OCc1c(C)noc1C was read as TCR act -1%, AT treatment -1%, Menin MLL FP TR 1%, MBNL1 CUG block 2%, ASM inhibitor -2%, a7 integrin act 4%, TSHR antag 20, TSG101-PTAP inh -1%, Mito fusion yeast -5% and CXXC DNA block 11%.
CN(CC(=O)NCCc1ccc(Cl)cc1)S(=O)(=O)c1ccc2c(c1)c(=O)n(C)c(=O)n2C was read as TCR act 0%, AT treatment 3%, Menin MLL FP TR 2%, MBNL1 CUG block 2%, ASM inhibitor -1%, a7 integrin act -11%, TSHR antag -7, TSG101-PTAP inh -1%, Mito fusion yeast 2% and CXXC DNA block 0%.
For Cc1occc1C(=O)N/N=C/C=C/c1ccc(N(C)C)cc1 the results were TCR act -8%, AT treatment 2%, Menin MLL FP TR -15%, MBNL1 CUG block inconclusive, ASM inhibitor 466%[activator], a7 integrin act -5%, TSHR antag -17, TSG101-PTAP inh 9%, Mito fusion yeast -1% and CXXC DNA block inconclusive.
CC1=NN(c2ccc(C)cc2C)C(=O)C1C(c1ccccc1O)C1C(=O)N(c2ccc(C)cc2C)N=C1C (configuration not stated) was read as TCR act 8%[46.1 µM], AT treatment -8%, Menin MLL FP TR 0%, MBNL1 CUG block inconclusive, ASM inhibitor 5%, a7 integrin act -5%, TSHR antag 12, TSG101-PTAP inh -5%, Mito fusion yeast -1% and CXXC DNA block inconclusive.
Screening O=C(NC(=S)NC(c1ccccc1)c1ccncc1)c1ccccc1 (configuration not stated) returned TCR act 6%[46.1 µM], AT treatment 1%, Menin MLL FP TR -2%, MBNL1 CUG block -13%, ASM inhibitor -2%, a7 integrin act -31%[inhibitor], TSHR antag -20, TSG101-PTAP inh 1%, Mito fusion yeast inconclusive and CXXC DNA block 4%.
CC(=O)c1c(C)nn(CC(O)COc2ccc3ccccc3c2)c1C (configuration not stated) was read as TCR act -1%, AT treatment -3%[11.5 µM], Menin MLL FP TR -1%, MBNL1 CUG block -6%, ASM inhibitor -3%, a7 integrin act -18%, TSHR antag 6, TSG101-PTAP inh 0%, Mito fusion yeast 9% and CXXC DNA block -8%.
For O=C1NC2(CCCCC2)C(=O)N1c1ccc(Cl)cc1 the results were TCR act 6%, AT treatment -5%, Menin MLL FP TR 24%, MBNL1 CUG block 4%, ASM inhibitor -3%, a7 integrin act 13%, TSHR antag -12, TSG101-PTAP inh -4%, Mito fusion yeast 0% and CXXC DNA block -2%.
Screening Nc1c(C(=O)c2ccc(Cl)cc2)sc2nc3c(cc12)CCC3 returned TCR act -3%[46.1 µM], AT treatment 1%, Menin MLL FP TR inconclusive, MBNL1 CUG block -5%, ASM inhibitor -12%, a7 integrin act 13%, TSHR antag 5, TSG101-PTAP inh 0%, Mito fusion yeast 4% and CXXC DNA block 13%.
Nc1cc(OC(=O)c2c(F)cccc2Cl)nn1S(=O)(=O)c1ccccc1 was read as TCR act 3%, AT treatment 7%, Menin MLL FP TR 5%, MBNL1 CUG block -3%, ASM inhibitor 2%, a7 integrin act -16%, TSHR antag 32, TSG101-PTAP inh -10%, Mito fusion yeast -11% and CXXC DNA block 104%[activator].
CCOC(=O)c1cc(C#N)c(SCC(N)=O)[nH]c1=O was read as TCR act -8%, AT treatment 10%, MBNL1 CUG block -3%, ASM inhibitor 4%, a7 integrin act 4%, TSHR antag -6, TSG101-PTAP inh inconclusive, Mito fusion yeast 0% and CXXC DNA block inconclusive.
Screening CC(OC(=O)CSCC(=O)Nc1ccc(Cl)cc1)C(=O)N(C)Cc1ccccc1 (configuration not stated) returned TCR act 5%, ASM inhibitor -4%, a7 integrin act inconclusive and TSG101-PTAP inh -3%.
Screening CC[C@H](C)C(N)c1cn(C(CCCN=C(N)N)C(=O)N2CCNCC2)nn1 (some centres not stated) returned TCR act 3%, AT treatment 14%, ASM inhibitor 5%, a7 integrin act 3%, TSHR antag 5, TSG101-PTAP inh -1% and Mito fusion yeast 3%.
For CNc1nc(SC)nc2ccsc12 the results were TCR act -2%, AT treatment 0%, Menin MLL FP TR 10%, MBNL1 CUG block 5%, ASM inhibitor -1%, a7 integrin act 24%, TSHR antag 1, TSG101-PTAP inh -5%, Mito fusion yeast -6% and CXXC DNA block -8%.
Screening O=C1CN(C(=O)c2cc3ccccc3oc2=O)C(c2ccc(F)cc2)c2cc(F)ccc2N1 (configuration not stated) returned TCR act 0%, AT treatment -17%, Menin MLL FP TR 0%, MBNL1 CUG block -13%, ASM inhibitor 0%, a7 integrin act 22%, TSHR antag 28, TSG101-PTAP inh 0%, Mito fusion yeast 9% and CXXC DNA block 5%.
Screening S=C1NC2=C(CCC/C2=C\c2ccccc2)C(c2ccccc2)N1 (configuration not stated) returned TCR act -2%[46.1 µM], AT treatment -8%, Menin MLL FP TR -26%, MBNL1 CUG block 18%, ASM inhibitor -2%, a7 integrin act -1%, TSHR antag 0, TSG101-PTAP inh 0%, Mito fusion yeast 10% and CXXC DNA block 4%.
`CCn1c(=S)sc2c(=O)n(CC(=O)Nc3ccc(OC)c(Cl)c3)c(C)nc21` gave TCR act 6%, AT treatment 0%, Menin MLL FP TR 27%, MBNL1 CUG block -4%, ASM inhibitor 0%, a7 integrin act -27%, TSHR antag 3, TSG101-PTAP inh 2%, Mito fusion yeast -2% and CXXC DNA block 2%.
Screening CNc1ccc(SC#N)cc1 returned TCR act 0%, AT treatment -2%, Menin MLL FP TR 4%, MBNL1 CUG block -2%, ASM inhibitor 6%, a7 integrin act -53%[inhibitor], TSHR antag 4, TSG101-PTAP inh 1%, Mito fusion yeast -3% and CXXC DNA block 7%.
For Cc1cc(NC(=O)c2cccc(S(=O)(=O)N3CCCC3)c2)no1 the results were AT treatment 7%, Menin MLL FP TR -4%, MBNL1 CUG block -10%, ASM inhibitor 0%, a7 integrin act 8%, TSHR antag 2, Mito fusion yeast -6% and CXXC DNA block -5%.
`CCC(=O)Nc1cccc(C(=O)c2ccccc2)c1` gave AT treatment -2%, Menin MLL FP TR -3%, MBNL1 CUG block 10%, ASM inhibitor 0%, a7 integrin act -4%, TSHR antag -11, TSG101-PTAP inh -5%, Mito fusion yeast 10% and CXXC DNA block 1%.
Screening CCn1cc(C(=O)NCc2ccco2)c(=O)c2ccc(C)nc21 returned TCR act 1%, AT treatment -3%, Menin MLL FP TR 0%, MBNL1 CUG block -1%, ASM inhibitor -1%, a7 integrin act 19%, TSHR antag -4, TSG101-PTAP inh 0%, Mito fusion yeast -8% and CXXC DNA block 37%[activator].
`CC(=O)c1sc(Nc2nc3ccc(F)cc3s2)nc1C` gave TCR act -3%, AT treatment 7%, Menin MLL FP TR inconclusive, MBNL1 CUG block 30%, ASM inhibitor 104%[activator], a7 integrin act -24%, TSHR antag -14, TSG101-PTAP inh 0%, Mito fusion yeast 0% and CXXC DNA block -4%.
